Screening results: PubChem, Broad Institute
Cneo AK release: Cryptococcus neoformans lysis via adenylate kinase release; C. neoformans lysis, adenylate kinase release luminescence, 4 h; normalised: neutral wells 0, clomiphene wells 100; lysis activity, % at 15 µM; actives 0.2% (n = 360,000); AID 651654;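 active means mean lysis activity across replicates of at least 80%, whatever share of replicates individually reach that level; inactive means mean lysis activity below 80%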
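Schedule: static 4 h at 37 °C with compound, 1 h detection; system: C. neoformans cells; benchmarks: Clomiphene as positive control; buffer or medium: fresh YPD medium; measure: luminescence rise reflecting yeast cell lysis; measured by: luminescent adenylate kinase detection reagent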
PGC1a acetyl inh: modulators of PGC1a acetylation; U2OS PGC1a acetylation, AlphaScreen anti-acetyl-lysine; with virally co-expressed GCN5 acetyltransferase; inhibition, % at 15.6 µM; AID 651687; actives 0.17% (n = 350,000);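 active means every replicate shows inhibition of at least 40%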;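 further: 0% = neutral control wells and 100% = positive control wells; some results beyond the cut were filed as inactive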
An asterisk follows results filed as active.

SMILES	Cneo AK release	PGC1a acetyl inh
Cc1ccc(NC(=O)Cc2nn(C)c(=O)c3ccccc23)cc1F	-1.8	0.0
Cc1ccc(NC(=O)Cn2cnc3c(=O)n(C)c(=O)n(C)c32)c(C)c1	4.2	7.6
COc1ccc(Cl)cc1S(=O)(=O)n1cnc2ccccc21	1.6	6.6
COc1cccc(N2CCN(S(=O)(=O)c3ccc4nc(-c5ccccc5)[nH]c4c3)CC2)c1	-0.2	-5.4
O=C(O)c1cc(S(=O)(=O)O)ccc1O	2.7	8.0
CC(C)C(=O)Nc1ccc(NC(=O)c2cccc(F)c2)cn1	2.0	7.5
Cc1nccc(-c2ccc(-n3cnc4ccccc43)cc2)n1	-1.7	20.5
O=C1C(Cl)=C(N2CCOCC2)C(=O)N1c1cccc(Cl)c1	0.6	-5.1
CCCn1c(SCC(=O)Nc2ccccc2Oc2ccccc2)n[nH]c1=O	2.3	1.0
COc1ccc(S(=O)(=O)N2CCc3ccccc32)cc1C(=O)OCc1nnc(-c2ccccc2)o1	-0.1	6.4
COc1ccc(C)cc1NC(=O)CSc1nnc(-c2cc3cccc(OC)c3o2)n1N	-0.7	-7.3
CCCCC(c1nnnn1C1CCCC1)N1CCN(C2CCCCC2)CC1 (centres undefined)	2.2	0.8
Cc1cc(=O)c(C(=O)O)cn1Nc1ccc(F)cc1	-1.2	3.4
O=C1CC(=O)C(n2cncn2)C(c2ccc(Cl)cc2Cl)C1 (centres undefined)	2.5	8.3
OCCNc1nc(N2CCN(Cc3ccccc3)CC2)nc2ccccc12	-1.0	-0.9
Cc1ccc(S(=O)(=O)N2CCCC2C(=O)NC2=NCCS2)cc1 (centres undefined)	-0.1	-6.2
CCC(=O)N(Cc1cc2cc(C)c(C)cc2[nH]c1=O)C1CCCCC1	2.5	-5.9
Cc1ccc(S(=O)(=O)NCCc2ccccc2)cc1	4.6	-6.2
Cc1ccc(N/C(CSC(N)=O)=N/S(=O)(=O)c2ccccc2)cc1	1.7	0.2
CNC(=O)CSc1nnc(-c2ccco2)n1-c1ccc(C)cc1	-0.7	-7.2
CCS(=O)(=O)N1CCC(C(=O)OCC(=O)c2ccc(Br)cc2)CC1	4.6	-8.5
O=C(c1ccccc1)c1cccc(NC(=O)c2ccc(Br)o2)c1	3.5	-18.6
N#CC1=C(N)C(C#N)(C#N)C(c2cccnc2)C2CC(c3ccccc3)CC=C12 (centres undefined)	0.7	35.1
O=C(O)c1cccc(-n2cnnn2)c1	-2.6	-5.7
CCCCOC(=O)C1CCC[C@@H](C)N1 (some centres undefined)	1.5	1.4
COCCCn1c(SCC(=O)Nc2ccc3c(c2)OCCO3)nnc1-c1ccoc1C	3.5	1.0
Cc1cccc(NC(=S)NCc2cccs2)c1C	33.4	3.5
CCOC(=O)C1C(=O)OC(C)(C)C1C(C)C(=O)c1ccccc1 (centres undefined)	0.6	-5.5
Cc1cccc(-n2nnc(C(=O)NCc3ccccn3)c2N)c1	-0.2	1.1
Cc1ccc(Cn2c(SCC(=O)N/N=C/c3ccc(C)o3)nc3ccccc32)cc1	0.2	5.4
CCOc1ccc(NC(=O)CCS(=O)(=O)c2cccc3nsnc23)cc1	-0.8	2.2
Nc1ccnc(C(F)(F)F)c1C(=O)c1ccccc1	-1.6	-12.3
CC(=O)Nc1ccc(NC(=O)c2cccc(C(=O)OC(C)C)n2)cc1	-1.8	1.1
CCC(C)c1ccc(OCCn2cc(/C=N/NC(=O)CSc3nnc(C)s3)c3ccccc32)cc1 (centres undefined)	1.7	7.2
Cc1cc(C(=O)OCn2nnc3ccccc3c2=O)c(C)n1-c1ccccc1	-1.4	4.6
CCN(CC)S(=O)(=O)c1cccc(C(=O)N[C@H](C(=O)OCC(=O)NC(=O)NC)C(C)C)c1	-4.0	4.8
CCn1c(NC2CCCCC2)nc2ccccc21	-0.1	5.4
CCCCOCC1CN(c2ccccc2)C(=O)CS1 (centres undefined)	0.4	-3.5
Cc1c(C(=O)NC(C)c2ccccc2)c(-c2ccccc2)nn1-c1ccccc1 (centres undefined)	0.5	6.8
Cc1ccc(OCC(O)CNS(=O)(=O)c2ccccc2C(=O)O)cc1 (centres undefined)	11.5	4.3
O=C(NCc1ccncc1)c1ccc(Br)o1	0.0	-5.3
CC(C)(C)c1ccc(-c2csc(NC(=O)CN3C(=O)NC4(CCCCC4)C3=O)n2)cc1	11.1	7.5
CCn1nnnc1SCC(=O)Nc1nc(-c2cccs2)cs1	0.7	-5.4
CN(C)C/C(Cl)=C(\Cl)c1ccccc1	0.6	-11.0
Cc1cc(C)cc(NC(=O)CSCc2cnn(-c3ccccc3)c2-n2cccc2)c1	1.3	4.0
Cc1ccc(C(c2nnnn2CCc2ccccc2)N2CCSCC2)cc1 (centres undefined)	3.0	-9.9
O=C(c1cccnc1)N1CCCCN2[C@H](C1)[C@H](c1ccc(C#Cc3ccccc3)cc1)[C@@H]2CO	-1.7	2.9
CCC(Oc1ccccc1)C(=O)Nc1nnc(C(F)(F)F)s1 (centres undefined)	1.1	3.9
Cc1cccc(/C=N\NC(=O)c2csnn2)c1	-2.1	5.6
CCCS(=O)(=O)N1CCN(Cc2ccco2)CC1	0.2	3.4
COc1ccc(N=C2SC(CC(=O)Nc3ccccc3)C(=O)N2CC2CCCO2)cc1 (centres undefined)	-0.2	-15.0
COc1ccc(CNC(=S)N/N=C/c2ccc(OC)c(OC)c2)cc1	0.4	-4.2
COCCNC(=O)c1c(N)n(-c2cccc(C)c2)c2nc3ccccc3nc12	-0.7	-16.3
CC(C)(NO)/C(=N\O)c1ccccc1	2.5	5.8
CC1CCC2(CC1)Nc1ccccc1C(=O)N2c1ccccc1 (centres undefined)	-0.3	-10.5
COc1ccc(Br)cc1C(=O)O	-0.4	4.0
CCOc1cc(CNC(C)C)c(Cl)cc1OCC(=O)NCCc1ccccc1	1.2	8.1
Cc1ccc(C(=O)CSc2nnnn2C(C)C)c(C)c1	-5.0	-14.9
CCOC(=O)c1ccc(CNC(=O)C2CCCCC2C(=O)OCC(F)(F)F)o1 (centres undefined)	2.3	1.4
COc1cc(C)ccc1OCCOc1c(Cl)cc(Cl)cc1Cl	-0.3	-41.0

Later entries
SMILES	Cneo AK release	PGC1a acetyl inh
CCOC(=O)/C(=C\Nc1ccc(OC(F)(F)F)cc1)Sc1ncc(C(F)(F)F)cc1Cl	4.4	-5.1
CCCc1cc(=O)[nH]c(SCc2ccc(C#N)cc2)n1	-1.8	-9.3
COc1ccc(OC)c(S(=O)(=O)N2CCC(C(=O)Nc3ccc(C)c(C)c3)CC2)c1	1.2	-2.4
O=C(NCc1ccccc1)c1ccc2c(c1)OCCO2	1.4	2.6
COc1ccc(-c2cc(C(=O)NC(C(=O)O)C(C)C)c(C)o2)cc1OC (centres undefined)	-1.0	-3.2
Cc1ccc(NC(=O)CCn2cccc2)cc1F	1.5	1.2
COC(=O)C1=C(C)N(CCc2ccc(OC)c(OC)c2)C(=O)/C1=C\N(C)C	-4.7	9.2
COc1ccc(C)cc1S(=O)(=O)N(C)CC(=O)NC1CC1	1.5	21.4
Cc1cc(C)n(-c2nncn2/N=C/c2ccccc2F)n1	1.7	-5.0
Cc1nnc(NC(=O)CSc2nnc(-c3ccc(S(=O)(=O)N4CCCC4)cc3)n2C)s1	6.3	5.3
O=C(N/N=C/c1ccc2cccc(OCc3ccccc3)c2n1)c1ccc(Br)cc1	-0.7	34.6
Cn1nnc2cc(C(=O)Nc3cccnc3)ccc21	1.7	-27.7

As entered above:
CCOc1cc(CNC(C)C)c(Cl)cc1OCC(=O)NCCc1ccccc1 in PGC1a acetyl inh has 8.1
Cc1cccc(/C=N\NC(=O)c2csnn2)c1 in PGC1a acetyl inh has 5.6

For reference, part of the list above:
SMILES	Cneo AK release	PGC1a acetyl inh
CN(C)C/C(Cl)=C(\Cl)c1ccccc1	0.6	-11.0
Cc1cc(C)cc(NC(=O)CSCc2cnn(-c3ccccc3)c2-n2cccc2)c1	1.3	4.0
Cc1ccc(C(c2nnnn2CCc2ccccc2)N2CCSCC2)cc1 (centres undefined)	3.0	-9.9
O=C(c1cccnc1)N1CCCCN2[C@H](C1)[C@H](c1ccc(C#Cc3ccccc3)cc1)[C@@H]2CO	-1.7	2.9
CCC(Oc1ccccc1)C(=O)Nc1nnc(C(F)(F)F)s1 (centres undefined)	1.1	3.9
Cc1cccc(/C=N\NC(=O)c2csnn2)c1	-2.1	5.6
CCCS(=O)(=O)N1CCN(Cc2ccco2)CC1	0.2	3.4
COc1ccc(N=C2SC(CC(=O)Nc3ccccc3)C(=O)N2CC2CCCO2)cc1 (centres undefined)	-0.2	-15.0
COc1ccc(CNC(=S)N/N=C/c2ccc(OC)c(OC)c2)cc1	0.4	-4.2
COCCNC(=O)c1c(N)n(-c2cccc(C)c2)c2nc3ccccc3nc12	-0.7	-16.3
CC(C)(NO)/C(=N\O)c1ccccc1	2.5	5.8
CC1CCC2(CC1)Nc1ccccc1C(=O)N2c1ccccc1 (centres undefined)	-0.3	-10.5
COc1ccc(Br)cc1C(=O)O	-0.4	4.0
CCOc1cc(CNC(C)C)c(Cl)cc1OCC(=O)NCCc1ccccc1	1.2	8.1
Cc1ccc(C(=O)CSc2nnnn2C(C)C)c(C)c1	-5.0	-14.9
CCOC(=O)c1ccc(CNC(=O)C2CCCCC2C(=O)OCC(F)(F)F)o1 (centres undefined)	2.3	1.4
COc1cc(C)ccc1OCCOc1c(Cl)cc(Cl)cc1Cl	-0.3	-41.0
CCOC(=O)/C(=C\Nc1ccc(OC(F)(F)F)cc1)Sc1ncc(C(F)(F)F)cc1Cl	4.4	-5.1
CCCc1cc(=O)[nH]c(SCc2ccc(C#N)cc2)n1	-1.8	-9.3
COc1ccc(OC)c(S(=O)(=O)N2CCC(C(=O)Nc3ccc(C)c(C)c3)CC2)c1	1.2	-2.4
O=C(NCc1ccccc1)c1ccc2c(c1)OCCO2	1.4	2.6
COc1ccc(-c2cc(C(=O)NC(C(=O)O)C(C)C)c(C)o2)cc1OC (centres undefined)	-1.0	-3.2
Cc1ccc(NC(=O)CCn2cccc2)cc1F	1.5	1.2
COC(=O)C1=C(C)N(CCc2ccc(OC)c(OC)c2)C(=O)/C1=C\N(C)C	-4.7	9.2
COc1ccc(C)cc1S(=O)(=O)N(C)CC(=O)NC1CC1	1.5	21.4
Cc1cc(C)n(-c2nncn2/N=C/c2ccccc2F)n1	1.7	-5.0

(next part)
SMILES	Cneo AK release	PGC1a acetyl inh
CCn1cc(C(=O)NCc2ccccn2)c(=O)c2cc(F)c(N3CCN(C)CC3)cc21	-2.2	3.0
CCOc1ccc(N2C(=O)/C(=C/c3cccs3)N(CC(=O)OC)C2=S)cc1	-1.0	9.1
O=C(C1CC1)N1CCCCN2[C@H](C1)[C@H](c1ccc(-c3ccncc3)cc1)[C@@H]2CO	-1.2	6.1
CC(C)Sc1nc2sc3c(c2c2nnc(SCC(=O)NCc4ccco4)n12)CCCC3	-0.5	-18.5
CC(C)Cc1nc2n[nH]c(N)c2c2c1CCC2	-1.0	12.2
Cc1nc2scc(-c3ccccc3)c2c(=O)n1/N=C/c1ccco1	0.6	3.5
CCOC(=O)N1CCN(S(=O)(=O)c2ccc(OC)c3ccccc23)CC1	4.1	-0.8
C=CCOC(=O)Nc1c(C(=O)OC)[nH]c2ccccc12	-0.8	-5.3
COC(=O)c1c(C)oc2ccc(N(C(=O)c3ccncc3)S(=O)(=O)c3ccc(C)cc3)cc12	5.6	6.0
COc1ccc(C)cc1NC(=O)c1nc2nc(C)cc(C)n2n1	-0.6	12.9
O=C(c1cc(F)c(F)cc1Cl)N1CCOCC1	-2.4	8.0
c1ccc(Cn2c(CN3CCCC3)nc3ccccc32)cc1	2.3	-11.0
O=C(CN1CCCC1)Nc1ccc(-c2nc3cc(NC(=O)CN4CCCC4)ccc3o2)cc1	0.3	-6.5
CCOC(=O)C(NC(=O)CC)(Nc1ccc(S(=O)(=O)Nc2ncccn2)cc1)C(F)(F)F (centres undefined)	0.9	3.6
Cn1c(=O)[nH]c(=O)c2c1nc(SCCN1CCOCC1)n2Cc1ccccc1	11.0	-3.9
Cc1cc(N(C)Cc2ccccc2)nc(-c2ccccc2)n1	-0.7	-10.8
c1cncc(-c2nnc(C3CCCCC3)o2)c1	-3.3	-6.8
C=CCc1ccccc1OCC(O)CNC (centres undefined)	-0.7	-0.4
N#Cc1c(-c2ccccc2)nc(-c2ccccc2)nc1N1CCOCC1	1.3	-25.5
Cn1c(Oc2ccccc2NCc2cc(Br)ccc2O)cc(=O)n(C)c1=O	3.1	-2.0
CC1(C)CC(=O)C(C=NCCN2CCN(C(=O)C34CC5CC(CC(C5)C3)C4)CC2)=C(O)C1	6.5	4.7
COc1ccc(C(=O)NC2CCCCCC2)cc1S(=O)(=O)N1CCCc2ccccc21	-2.8	-14.5
CC1CN(c2oc(COc3ccc(Cl)cc3Cl)nc2C#N)CC(C)O1 (centres undefined)	2.3	-18.1
Cc1ccc(Cn2c(CN3CCOCC3)nc3c2c(=O)n(C)c(=O)n3C)cc1	-0.4	-5.5
O=C(COc1ccc(Cl)cc1Cl)NCCCn1ccnc1	1.6	-4.2
Cc1ccc(C(=O)Nc2ccccc2-c2ccccc2)o1	-7.1	-12.8
Oc1ccc(C=Nc2cccc3ncccc23)c(O)c1	-1.7	-5.2

A portion of the library. The share of hits here may be higher or lower than overall.
